Assay outcomes (PubChem)
Pf gamet viab: inhibitors of late stage P. falciparum gametocyte viability; inhibition, % at 10.9 µM; P. falciparum stage V gametocytes, ATP luminescence, 24 h; 150,000 compounds, 0.065% hits;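 active means inhibition above the mean plus 3 SD of compounds within the control limits, set per campaign, cut at about 38% in these data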;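 further: 0% = DMSO wells and 100% = medium only without gametocytes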
Rac1 mut GTP: alters GTP binding to activated mutant human Rac1; GST-Rac1 activated beads, fluorescent GTP binding, flow cytometry; actives lie on both sides; 100% means binding = to untreated wells; 190,000 compounds, 0.11% hits; P63000; percent activity (GTP binding), % at 10 µM;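 active means GTP binding at least 20 percentage points away from the 100% baseline, in either direction, so actives lie on both sides; inconclusive means Compound likely fluorescent itself, or too few beads counted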
Rab7 wt modul: dog Rab7 wildtype GTP binding, inhibitors and activators. 190,000 compounds, 0.055% hits. AID 758. GTP binding activity (percent of control), % at 10 µM. GST-Rab7 beads, fluorescent GTP binding, flow cytometry; actives lie on both sides; untreated = 100%, excess cold GTP = 0%;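 active means fluorescent GTP binding to Rab7 beads changed by at least 20 points from the 100% baseline, either direction, mostly lower; inconclusive means compound itself probably fluorescent, or too few beads counted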;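 further: median green fluorescence of bound Bodipy-FL-GTP per Rab7 bead population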
Rac1 wt GTP bind: alters GTP binding to wildtype human Rac1; P63000; GST-Rac1 beads, fluorescent GTP binding, flow cytometry; actives lie on both sides; 0 = cold GTP competed, 100 = untreated; GTP binding activity (% of control), % at 10 µM; 190,000 compounds, 0.27% hits; AID 757;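 active means GTP binding activity at least 20 points away from the 100% control level, either lower or higher; inconclusive means compound flagged as likely green fluorescent, judged across all proteins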
HRas wt GTP: changes GTP binding to wildtype human HRas; P01112; GST-Ras wt beads, Bodipy-FL-GTP binding, flow cytometry; actives lie on both sides; GTP binding activity, % at 10 µM; 190,000 compounds, 0.14% hits;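 active means GTP binding activity at least 20% away from the 100% baseline, either lowered as inhibitor or raised as activator; inconclusive means flagged as likely green fluorescent, judged across all proteins in the well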;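 further: 0% = unlabeled GTP competition control and 100% = no-compound control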
Target sequence (P01112 whole entry, looked up): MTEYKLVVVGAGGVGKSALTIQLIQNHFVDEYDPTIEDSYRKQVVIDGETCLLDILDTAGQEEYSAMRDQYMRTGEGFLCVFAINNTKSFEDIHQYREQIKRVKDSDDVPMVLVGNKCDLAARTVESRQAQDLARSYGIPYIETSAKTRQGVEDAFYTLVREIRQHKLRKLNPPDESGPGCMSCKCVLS
Bim-Mcl-1: disrupts Bim peptide binding to human Mcl-1 | inhibition, % at 10 µM | 190,000 compounds, 0.1% hits | Bead-based flow cytometry, Bim peptide-Mcl-1 binding; in the data active means inhibition above about 40%;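 further: 0% = no compound tracer wells and 100% = peptide blocker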
Target sequence (Q07820 whole entry, looked up): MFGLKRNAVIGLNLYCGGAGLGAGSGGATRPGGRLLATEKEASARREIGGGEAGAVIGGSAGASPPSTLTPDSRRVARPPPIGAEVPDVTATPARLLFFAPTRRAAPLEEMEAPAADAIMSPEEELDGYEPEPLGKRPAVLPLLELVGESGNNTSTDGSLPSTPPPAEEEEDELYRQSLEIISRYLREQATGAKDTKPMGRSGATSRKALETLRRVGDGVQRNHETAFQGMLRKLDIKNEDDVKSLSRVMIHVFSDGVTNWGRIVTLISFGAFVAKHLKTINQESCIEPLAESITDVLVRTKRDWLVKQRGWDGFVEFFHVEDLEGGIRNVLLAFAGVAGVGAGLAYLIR
Mcl1 Bid PPI: Mcl-1/Bid interaction inhibition | Q07820 | TR-FRET Mcl-1/Bid-Dy647 peptide binding, 1536-well | inhibition, % at 21.7 µM | 220,000 compounds, 0.97% hits | AID 1021;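 active means compounds that cut the binding signal by more than half at the single screening dose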;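 further: His-tagged Mcl-1 with europium anti-His antibody binding Bid BH3 peptide; 0% = Mcl-1 plus peptide wells and 100% = peptide-only wells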
Mcl1 Noxa PPI: disrupts binding of human Mcl-1 to Noxa peptide | inhibition, % at 21.7 µM | Q07820 | 220,000 compounds, 1.5% hits | TR-FRET Mcl-1/Noxa peptide binding, 2 h;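 active means compounds that cut the protein-peptide binding signal by more than 50% relative to plate controls in a single-dose test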;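 further: His-tagged Mcl-1 with rhodamine Noxa BH3 peptide and terbium anti-His antibody; 0% = Mcl-1 plus Noxa peptide wells and 100% = peptide-only wells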
Rab2A wt mod: changes GTP binding to wildtype dog Rab2A, up or down | GTP binding activity, % at 10 µM | 190,000 compounds, 0.19% hits | GST-Rab2 wt beads, Bodipy-GTP binding, flow cytometry;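 active means GTP binding activity at least 20 points away from 100%, either lowered or raised; inconclusive means signal likely due to the compound's own green fluorescence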;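 further: 0% = beads with excess unlabeled GTP and 100% = no-compound control corrected for plate trend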
Cdc42 wt: modulators (inhibitors or activators) of GTP binding to human Cdc42 wildtype; AID 761; percent activity (GTP binding), % at 10 µM; GST-Cdc42 beads, Bodipy-GTP binding, flow cytometry; actives lie on both sides; 190,000 compounds, 0.2% hits; P60953;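 active means percent activity GTP binding at least 20 points away from the 100% baseline, either down as inhibitor or up as activator; inconclusive means compound flagged as likely green fluorescent from well-wide comparison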;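 further: median bead fluorescence of bound Bodipy-FL-GTP at 100 nM; 0% = excess unlabeled GTP control and 100% = no compound control; below 100% means less GTP binding so inhibitor and above means activator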
Target sequence (P60953 whole entry, looked up): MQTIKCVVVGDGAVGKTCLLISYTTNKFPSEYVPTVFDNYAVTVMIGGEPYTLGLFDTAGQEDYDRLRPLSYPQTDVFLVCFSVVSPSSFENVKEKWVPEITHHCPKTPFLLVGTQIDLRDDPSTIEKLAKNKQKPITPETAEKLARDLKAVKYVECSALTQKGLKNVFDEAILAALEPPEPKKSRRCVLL
RGS8-Gao: human RGS8-Galphao interaction regulation; response (percent of control binding), % at 10 µM; P09471; 220,000 compounds, 0.34% hits; AID 1423; multiplexed bead flow cytometry, RGS8-Galphao binding; actives lie on both sides; in the data active means response below about 60% or above about 140%; inactive means in between;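 further: Galphao activated as the GDP aluminium fluoride complex binding bead-coupled RGS8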
Target sequence (P09471 whole entry, looked up): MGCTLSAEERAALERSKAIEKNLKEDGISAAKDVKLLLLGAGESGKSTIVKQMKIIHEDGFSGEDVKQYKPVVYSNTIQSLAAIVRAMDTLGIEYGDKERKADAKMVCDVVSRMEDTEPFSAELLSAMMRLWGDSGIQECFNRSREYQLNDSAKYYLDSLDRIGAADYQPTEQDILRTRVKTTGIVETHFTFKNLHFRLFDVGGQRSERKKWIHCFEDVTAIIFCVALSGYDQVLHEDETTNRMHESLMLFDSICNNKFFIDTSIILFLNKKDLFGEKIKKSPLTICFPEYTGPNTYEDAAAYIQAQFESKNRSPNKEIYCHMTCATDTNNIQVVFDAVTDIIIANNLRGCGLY
* = called active by the depositor; ? = inconclusive; nt = no result given.

SMILES | Pf gamet viab | Rac1 mut GTP | Rab7 wt modul | Rac1 wt GTP bind | HRas wt GTP | Bim-Mcl-1 | Mcl1 Bid PPI | Mcl1 Noxa PPI | Rab2A wt mod | Cdc42 wt | RGS8-Gao
COc1ccc(C(=O)Nc2c(C)csc2C(=O)O)cc1 | 5 | 93 | 102 | 95 | 94 | 0 | -25 | 9 | 95 | 94 | 96
CC1CCCN(C(=O)CSc2cnc3ccccc3n2)C1 (stereo unspecified) | nt | 99 | 101 | 107 | 103 | -115 | -29 | -16 | 100 | 104 | 100
Cc1ccc(Cn2c(NC(=O)c3ccco3)nc3ccccc32)cc1 | -1 | 91 | 97 | 93 | 96 | -4 | 13 | 1 | 93 | 97 | 103
COCCn1c(SCc2cccnc2)nnc1-c1c[nH]c2ccccc12 | nt | 97 | 96 | 94 | 94 | 3 | -14 | 4 | 94 | 96 | 103
Cc1ccc(CN(CC(=O)N/N=C/c2ccco2)S(=O)(=O)c2ccc(C)cc2)cc1 | 5 | 100 | 98 | 104 | 97 | 0 | -23 | 1 | 96 | 99 | 100
COc1ccc(C(=O)c2coc3ccc(O)c(CN(C)C)c23)cc1 | nt | 97 | 96 | 97 | 95 | -1 | -51 | 9 | 97 | 100 | 102
CCC(=O)N1CN(S(=O)(=O)c2ccc(C)cc2)CC1C (stereo unspecified) | -2 | 96 | 99 | 98 | 102 | 1 | -30 | -10 | 101 | 100 | 101
COc1ccc(Br)cc1CN1CCCC(C(=O)N2CCCCC2)C1 (stereo unspecified) | 14 | 103 | 100 | 105 | 105 | 0 | 43 | -3 | 104 | 107 | 104
Cc1cc(NC(=S)N(CCCN2CCOCC2)Cc2ccco2)ccc1Cl | 6 | 101 | 102 | 101 | 101 | 0 | -33 | 22 | 102 | 101 | 102
CCOc1cc(NC(=S)NCC2CCCO2)c(OCC)cc1NC(=O)c1ccccc1 (stereo unspecified) | nt | 96 | 95 | 98 | 97 | 5 | -122 | 12 | 97 | 95 | 102
Cc1cccc(-n2nc3c(c2NC(=O)c2ccco2)CSC3)c1C | 17 | 96 | 102 | 100 | 97 | -3 | 15 | 16 | 96 | 97 | 99
O=C(C1=C[C@@H](C2CCCCC2)C[C@@H](OCc2ccc(CO)cc2)O1)N1CCOCC1 | nt | 96 | 96 | 100 | 99 | 0 | 0 | 5 | 96 | 98 | 98
CCn1cc(C(=O)Nc2ccc3c(c2)OCCO3)c2cc(OC)c(OC)cc2c1=O | nt | 99 | 100 | 103 | 99 | 0 | -16 | 22 | 98 | 100 | 100
CC1Cc2ccccc2N1C(=S)Nc1cccc(S(=O)(=O)N(C)C)c1 (stereo unspecified) | 4 | 96 | 104 | 102 | 100 | -1 | -50 | 18 | 96 | 94 | 101
O=C(CCS(=O)(=O)c1cccc2nonc12)N1CC(=O)N(CCc2ccccc2)C(=O)C1 | nt | 100 | 100 | 105 | 103 | 1 | 4 | 19 | 102 | 104 | 102
CCCOC(=O)c1[nH]c2c(c1C)C(=O)CC(c1cc(OC)c(OC)c(OC)c1)C2 (stereo unspecified) | nt | 99 | 97 | 100 | 98 | -8 | -6 | -3 | 96 | 99 | 102
O=C(O)CCCSCC(=O)Nc1ccccc1 | nt | 100 | 99 | 105 | 100 | 0 | -14 | 1 | 100 | 100 | 103
Cc1ccc(C(=O)c2cn[nH]c2-c2ccccc2O)cc1 | nt | 96 | 98 | 99 | 99 | -1 | -6 | 5 | 100 | 101 | 102
CSc1nc2ccc(NC(=O)c3ccco3)cc2s1 | nt | 97 | 100 | 102 | 98 | -2 | -4 | 7 | 97 | 101 | 82
Cc1ccc(OCC(=O)OCC(=O)c2c(N)n(C)c(=O)n(C)c2=O)cc1C | nt | 97 | 95 | 95 | 98 | 0 | 10 | 4 | 97 | 99 | 102

A stretch of the results above:
SMILES | Pf gamet viab | Rac1 mut GTP | Rab7 wt modul | Rac1 wt GTP bind | HRas wt GTP | Bim-Mcl-1 | Mcl1 Bid PPI | Mcl1 Noxa PPI | Rab2A wt mod | Cdc42 wt | RGS8-Gao
CCCOC(=O)c1[nH]c2c(c1C)C(=O)CC(c1cc(OC)c(OC)c(OC)c1)C2 (stereo unspecified) | nt | 99 | 97 | 100 | 98 | -8 | -6 | -3 | 96 | 99 | 102
O=C(O)CCCSCC(=O)Nc1ccccc1 | nt | 100 | 99 | 105 | 100 | 0 | -14 | 1 | 100 | 100 | 103
Cc1ccc(C(=O)c2cn[nH]c2-c2ccccc2O)cc1 | nt | 96 | 98 | 99 | 99 | -1 | -6 | 5 | 100 | 101 | 102
CSc1nc2ccc(NC(=O)c3ccco3)cc2s1 | nt | 97 | 100 | 102 | 98 | -2 | -4 | 7 | 97 | 101 | 82
Cc1ccc(OCC(=O)OCC(=O)c2c(N)n(C)c(=O)n(C)c2=O)cc1C | nt | 97 | 95 | 95 | 98 | 0 | 10 | 4 | 97 | 99 | 102

Following part.
SMILES | Pf gamet viab | Rac1 mut GTP | Rab7 wt modul | Rac1 wt GTP bind | HRas wt GTP | Bim-Mcl-1 | Mcl1 Bid PPI | Mcl1 Noxa PPI | Rab2A wt mod | Cdc42 wt | RGS8-Gao
O=C(NCCCn1ccnc1)C(=O)NCC1OCCN1S(=O)(=O)c1ccccc1 (stereo unspecified) | 3 | 97 | 94 | 97 | 93 | 1 | -4 | -6 | 96 | 98 | 103
CCCCNS(=O)(=O)c1ccc(NS(=O)(=O)c2c(C)cc(C)cc2C)cc1 | 13 | 96 | 96 | 99 | 97 | 0 | 5 | -3 | 96 | 99 | 100
FC(F)(F)c1cc(-c2ccco2)nc2ncnn12 | 22 | 101 | 99 | 106 | 100 | nt | -13 | 4 | 96 | 102 | 105
Cc1ccn2c(Nc3ccccc3)c(-c3ccccn3)nc2c1 | 22 | 93 | 95 | 98 | 97 | 0 | -53 | -2 | 98 | 97 | 103
COc1cccc(C(=O)C2CCCN(C(=O)c3cccc(C#CC(C)(C)O)c3)C2)c1 (stereo unspecified) | -6 | 97 | 101 | 97 | 96 | 2 | 2 | -5 | 97 | 97 | 100
O=C(NCC1CCCO1)C1CC(=O)N(C2CCCC2)C1 (stereo unspecified) | nt | ? | ? | ? | ? | 0 | -15 | 9 | ? | ? | 97
COc1cc(/C=C2/SC(=S)N(CC(=O)Nc3nc4ccccc4s3)C2=O)cc(OC)c1OC | nt | 95 | 98 | 101 | 96 | -4 | -11 | -5 | 95 | 96 | 102
Cc1ccc(CCNC(=O)C2CCCN2S(=O)(=O)c2ccc3c(c2)CCC(=O)N3)cc1 (stereo unspecified) | nt | 100 | 100 | 103 | 101 | -1 | -20 | 5 | 99 | 100 | 100
COc1cc(C(=O)OC2CCCCC2=O)cc(OC)c1C (stereo unspecified) | 5 | 99 | 100 | 108 | 100 | -8 | 8 | -13 | 99 | 102 | 100
Cc1ccc2oc(-c3cc(NC(=O)c4ncn[nH]4)ccc3O)nc2c1 | 10 | 96 | 103 | 102 | 97 | -5 | -55 | 43 | 98 | 94 | 102
COCCNC(=O)COC(=O)c1ccc(S(=O)(=O)N2CCOCC2)cc1 | -23 | 96 | 98 | 95 | 95 | 1 | -57 | 1 | 96 | 96 | 98
COc1ccc(N=C2C(=Nc3ccc(OC)cc3)N(c3ccc(OC)cc3)C(=S)N2c2ccccc2)cc1 | -7 | 100 | 101 | 106 | 103 | -3 | 0 | 18 | 102 | 102 | 102
CCCOc1cccc(-c2nc3ccccc3c(=O)o2)c1 | 3 | 94 | 96 | 103 | 95 | 5 | -9 | 1 | 96 | 94 | 101
CC1(C)CC(=O)C(C=NCCN2CCN(CCc3ccccc3)CC2)=C(O)C1 | nt | 96 | 96 | 103 | 96 | 51* | -8 | 14 | 98 | 98 | 90
CSc1ncccc1C(=O)Nc1ccc(OC(F)(F)F)cc1 | 17 | 95 | 92 | 95 | 92 | -4 | -5 | 5 | 97 | 96 | 100
CCc1ccc(C(=O)COC(=O)c2cnc(C)cn2)cc1 | -3 | ? | ? | ? | ? | -2 | -13 | 5 | ? | ? | 105
Cc1cc(C)nc(-n2ncc3c2CC(c2ccc(F)cc2)CC3=O)n1 (stereo unspecified) | -6 | 94 | 95 | 96 | 97 | -2 | -29 | 4 | 97 | 97 | 100
Cc1c(C)c2cc3c4c(oc3c(C)c2oc1=O)CCCC4 | -24 | 96 | 100 | 97 | 101 | 0 | -29 | 20 | 100 | 103 | 100
O=C(/C=N/O)NCc1ccncc1 | nt | 95 | 97 | 104 | 102 | -1 | -28 | 6 | 98 | 96 | 101
Clc1ccc(-c2nnc(CCc3ccccc3)o2)c(Cl)c1 | nt | 98 | 98 | 97 | 98 | 1 | -16 | 2 | 99 | 96 | 102
O=C(c1ccc(Cl)c(Cl)c1)N(Cc1ccco1)c1ccc(O)cc1 | nt | 97 | 97 | 101 | 97 | -3 | -76 | -2 | 97 | 100 | 103
Cc1[nH]c(=O)c(C#N)c2c1CCCC2 | 18 | 100 | 103 | 103 | 102 | -1 | -34 | 1 | 102 | 104 | 100
N#CC1=C(SCC(=O)c2ccccc2)NC2=C(C(=O)CCC2)C1c1ccco1 (stereo unspecified) | 0 | 98 | 100 | 102 | 100 | 0 | -23 | 21 | 102 | 101 | 102
O=C(Nc1ccccc1)c1ccc(CSc2ccccn2)cc1 | nt | 95 | 97 | 97 | 99 | 0 | -31 | 16 | 96 | 98 | 99
COc1ccc2c(c1)oc(=O)c1ccccc12 | nt | 91 | 94 | 95 | 93 | 4 | -11 | 27 | 95 | 93 | 103
Fc1ccc(CNC(=S)NC2CCCCC2)cc1 | 0 | 96 | 103 | 101 | 97 | -3 | -34 | 0 | 99 | 96 | 101
COC(=O)c1c(NC(=O)COC(=O)c2ccccc2O)sc2c1CCCCC2 | nt | 100 | 95 | 103 | 99 | -5 | -12 | -4 | 99 | 101 | 94
O=C(CONS(=O)(=O)c1ccc(Cl)cc1)NCCNc1ncc(C(F)(F)F)cc1Cl | -12 | 93 | 106 | 102 | 98 | 0 | 2 | 7 | 103 | 100 | 102
Cc1ccc2nc(C(F)(F)F)c(C#N)c(N)c2c1 | nt | 98 | 104 | 103 | 102 | -7 | 0 | 26 | 103 | 101 | 100
CC1CC(C)CN(C/C=C/c2ccccc2[N+](=O)[O-])C1 (stereo unspecified) | nt | 104 | 102 | 108 | 107 | -2 | -9 | 9 | 107 | 111 | 100
O=C(COc1ccc(-c2ccccc2)cc1)N1CCN(S(=O)(=O)Cc2ccccc2)CC1 | -17 | 100 | 105 | 104 | 100 | -2 | 12 | -6 | 101 | 97 | 101
CCCn1nnc(NC(=O)c2ccc([N+](=O)[O-])cc2Cl)n1 | 7 | 96 | 106 | 100 | 98 | -2 | -48 | -2 | 102 | 97 | 101
